IDH1 R132H inh: human IDH1 R132H inhibition; O75874; IDH1-R132H enzyme, NADPH consumption, diaphorase/resazurin fluorescence; Potency, µM (top dose mostly 76.6 µM), without a hit: at the top dose activity change, negative = inhibition, actives largely listed as inhibitors; actives 0.093% (n = 390,000); note: % is set by controls: 0 for no effect and ±100 for the full control effect; nearly all actives have a fitted effect of over 65% in size
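IDH1-R132H (0.5 ug/mL dispensed) in pH 7.5 Tris buffer was preincubated 30 min with compound, then given a substrate mix of 0.016 mM NADPH and 2 mM alpha-KG for 80 min at room temperature; remaining NADPH was read by diaphorase/resazurin fluorescence.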
RXFP1 agonist: RXFP1 (human) receptor agonism; Q9HBX9; HEK293T-RXFP1 cAMP TR-FRET, 30 min; response scale: percent of porcine relaxin response, buffer zero; Potency, µM (highest dose often 57.5 µM), for the others: at the top dose activation, most hits filed as activators; actives 0.3% (n = 370,000); AID 2676; note: % is set by controls: 0 for no effect and ±100 for the full control effect; nearly all actives have a fitted effect of over 60% in size; many of its hits are not listed in these tables
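cAMP rise read by TR-FRET after 30 min, 37C compound exposure (up to 58 uM) in RXFP1-transfected HEK293 cells with Ro 20174 present. EC50 from Hill-equation fits, with 29 nM porcine relaxin as 100% and buffer as basal.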
USP1-UAF1 inh: USP1/UAF1 (human) deubiquitinase inhibition. Potency, µM (highest dose often 57.1 µM), inactives show at the top dose activity change, negative = inhibition, hits mostly inhibitors. actives 0.23% (n = 390,000). recombinant USP1/UAF1, Ub-Rhodamine cleavage fluorescence. O94782; note: % is set by controls: 0 for no effect and ±100 for the full control effect; nearly all actives have a fitted effect of over 60% in size; inactives centre near -12
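In this screen, compounds sit with the deubiquitinase complex (1nM) for 15 min at room temperature before Ub-Rho is added at 150nM final. Fluorescence rise is then followed for 6 reads every 60 seconds.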
TrxR1 inh: blocks rat thioredoxin reductase 1 | recombinant rTrxR1, NADPH fluorescence consumption, selenite substrate | actives 1% (n = 390,000) | Potency, µM (doses to about 114 µM), without a hit: at the top dose activity change, negative = inhibition, most hits filed as inhibitors; note: % is set by controls: 0 for no effect and ±100 for the full control effect; nearly all actives have a fitted effect of over 65% in size
Target sequence (O89049 whole entry, looked up): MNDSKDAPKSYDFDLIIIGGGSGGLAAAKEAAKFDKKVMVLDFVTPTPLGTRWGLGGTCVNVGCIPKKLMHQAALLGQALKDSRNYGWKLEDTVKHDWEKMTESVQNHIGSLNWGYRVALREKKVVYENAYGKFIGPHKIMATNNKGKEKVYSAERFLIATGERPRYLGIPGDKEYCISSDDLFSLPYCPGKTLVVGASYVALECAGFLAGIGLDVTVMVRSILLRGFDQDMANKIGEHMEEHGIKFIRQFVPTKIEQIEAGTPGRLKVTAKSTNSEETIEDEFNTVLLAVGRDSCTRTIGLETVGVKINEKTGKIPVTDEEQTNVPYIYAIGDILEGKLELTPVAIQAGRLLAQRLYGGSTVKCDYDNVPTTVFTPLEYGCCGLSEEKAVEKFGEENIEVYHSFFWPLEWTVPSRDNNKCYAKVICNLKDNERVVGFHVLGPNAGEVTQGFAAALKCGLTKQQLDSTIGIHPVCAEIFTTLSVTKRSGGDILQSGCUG
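Rat TrxR1 (90 nM in the dispensed reagent) was pre-reduced with 400 uM NADPH for 5 min at room temperature, then incubated with compound for 15 min. After 400 uM selenite was added, NADPH fluorescence (Ex 340/Em 450 nm) was followed for 8 min.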
Vif-APOBEC3G blk: Vif-A3G binding inhibition. actives 0.076% (n = 410,000). HeLa A3G-eYFP + Vif (tagged APOBEC3G with the HIV-1 protein that degrades it), YFP fluorescence, overnight. Potency, µM (top dose mostly 46.1 µM), for inactives: at the top dose activity, negative = active, actives largely listed as inhibitors;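 note: % is set by controls: 0 for no effect and ±100 for the full control effect; nearly all actives have a fitted effect of over 60% in size; hits raise eYFP signal because A3G escapes Vif-driven loss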
Target sequence (Q9HC16 whole entry, looked up): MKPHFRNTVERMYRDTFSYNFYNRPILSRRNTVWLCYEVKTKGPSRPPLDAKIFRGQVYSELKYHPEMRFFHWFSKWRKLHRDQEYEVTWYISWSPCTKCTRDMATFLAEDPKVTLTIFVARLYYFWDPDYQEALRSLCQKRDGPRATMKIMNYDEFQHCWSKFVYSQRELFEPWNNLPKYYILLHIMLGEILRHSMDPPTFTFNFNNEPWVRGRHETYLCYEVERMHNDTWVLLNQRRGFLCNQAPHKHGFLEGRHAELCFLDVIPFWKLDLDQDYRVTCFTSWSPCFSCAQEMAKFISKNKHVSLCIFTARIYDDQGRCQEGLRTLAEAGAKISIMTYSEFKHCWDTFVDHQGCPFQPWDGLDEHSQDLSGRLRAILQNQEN
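Read-out is eYFP fluorescence (Ex 488/Em 500-530) from Vif-expressing HeLa A3G-eYFP cells; more signal means A3G escaped Vif-mediated degradation. Cells plated overnight, compound pinned in, incubated overnight at 37 deg C.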
TrxR1 substrate: is turned over as a substrate by rat TrxR1 | actives 0.01% (n = 390,000) | O89049 | Potency, µM (doses to about 114 µM), for inactives: at the top dose activity change, negative = substrate turnover | purified TrxR1 substrate turnover, NADPH consumption readout; note: % is set by controls: 0 for no effect and ±100 for the full control effect; nearly all actives have a fitted effect of over 50% in size
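Rat TrxR1, dispensed at 90 nM, was prereduced with 400 uM NADPH (final) for 5 min at ~22 deg C, then incubated with compound 15 min before 400 uM selenite. A first-read NADPH fluorescence drop versus no-compound background flagged substrates.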
RGS4 inh: blocks human RGS4-accelerated GTP hydrolysis; actives 0.039% (n = 390,000); P49798; Transcreener GDP fluorescence polarization, RGS4-accelerated GTP hydrolysis; Potency, µM (doses to about 114 µM), for inactives: at the highest dose activity change, negative = inhibition, most hits filed as inhibitors; note: % is set by controls: 0 for no effect and ±100 for the full control effect; nearly all actives have a fitted effect of over 75% in size; some results filed as inactive show a strong effect at the top dose
Target sequence (P49798 whole entry, looked up): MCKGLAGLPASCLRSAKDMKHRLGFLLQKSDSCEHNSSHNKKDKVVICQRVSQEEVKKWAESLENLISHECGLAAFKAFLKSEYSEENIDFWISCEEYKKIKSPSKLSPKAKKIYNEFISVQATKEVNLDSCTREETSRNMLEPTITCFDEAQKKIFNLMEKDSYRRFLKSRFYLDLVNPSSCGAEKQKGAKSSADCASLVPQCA
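MLSMR compounds (23 nl, pin-transferred) preincubated 10 min at room temperature with a 500nM (2x) first reagent, then RGS4 at 900nM (2x) plus Transcreener GDP mix added; fluorescence polarization (620/688 nm) read before and after 90 min at 30 °C.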
12-LOX inh: inhibitors of human 12S-lipoxygenase ALOX12 | actives 1.1% (n = 580,000) | Potency, µM (top dose mostly 108 µM), without a hit: at the top dose activity change, negative = inhibition, hits mostly inhibitors | purified 12hLO, xylenol orange hydroperoxide absorbance | AID 1671190; note: % is set by controls: 0 for no effect and ±100 for the full control effect
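Purified human 12hLO at 150 nM in 25 mM Hepes, 0.01% Triton X-100, pH 7.0, preincubated 15 min at room temperature with compound. Reaction started with 40 uM arachidonic acid, 30 min at room temperature. Hydroperoxide measured by Fe-xylenol orange, 573/405 nm absorbance ratio.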
Vif-APOBEC3F blk: inhibitors of Vif-A3F interaction. HeLa A3F-eYFP + Vif (tagged APOBEC3F with the HIV-1 protein that degrades it), YFP fluorescence increase. Potency, µM (titrated, usually from 46.1 µM), for inactives: at the highest dose activity, negative = active. actives 0.2% (n = 390,000); note: % of control where 0% means no effect; nearly all actives have a fitted effect of over 65% in size
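HeLa cells stably expressing A3F-eYFP plus Vif, plated and incubated overnight at 37 deg C, then exposed to compounds overnight at 37 deg C. Blocked degradation read as raised yellow fluorescence (Ex 488/Em 500-530).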
Numbers without * were called inactive; ? = inconclusive; nt = no result given; & = joins results of further samples; [ ] = remark or other dose. Calls come from the whole dose curve; as a rule, active = well fitted curve in the direction sought with a large enough effect; inconclusive = small, poorly fitted or top-dose-only effect, or another doubt; inactive = no such curve, though single readings can be large; an effect the other way counts as inactive or inconclusive. Potency is the fitted concentration of half-maximal effect. Only part of the results is shown. The share of hits here may be higher or lower than overall.

# | USP1-UAF1 inh | Vif-APOBEC3F blk | TrxR1 inh | Vif-APOBEC3G blk | 12-LOX inh | RXFP1 agonist | RGS4 inh | IDH1 R132H inh | TrxR1 substrate | structure
1 | -13.7% | -7.8% | -2.5% | 1.3% | 2.0% | 0.5% | -18.5% | 10.6% | -6.3% | Cc1c(Cl)c([N+](=O)[O-])nn1CCCC(=O)Nc1cc(Oc2ccccc2)cc([N+](=O)[O-])c1
2 | 4.8% | 4.7% | 12.4% | -4.1% | 0.9% | 0.1% | 14.4% | 0.7% | -0.9% | CCOc1ccc(NC(=O)CN(C)C(=O)c2cc(S(=O)(=O)N(C)C)ccc2N2CCCC2)cc1OCC
3 | -4.3% | -7.2% | 15.4% | -3.3% | 10.8% | 0.1% | 6.9% | 19.0% | -2.2% | Cc1noc(C)c1COc1ccccc1C(=O)NNC(=O)C(C)Oc1ccccc1F (configuration not stated)
4 | -19.5% | 0.9% | 23.3% | 1.2% | -13.8% | -5.4% | 2.4% | 0.2% | -0.6% | Cn1c(N)c(C(=O)COC(=O)c2ccc(Cl)c(S(=O)(=O)N3CCCC3)c2)c(=O)n(C)c1=O
5 | -10.7% | 6.4% | ? | -0.8% | -19.5% | -1.9% | 6.2% | 0.2% | -7.6% | CCOC(=O)C1=C(C)NC2=C(C(=O)CCC2)C1c1ccc(O)c(OCC)c1 (configuration not stated)
6 | -8.2% | 10.6% | -0.8% | 0.3% | -1.9% | 1.8% | 5.8% | -3.4% | -1.4% | COc1ccccc1C(=O)OCC(=O)NC(=O)NCc1ccccc1
7 | -12.0% | 13.3% | 12.8% | 9.0% | 8.1% | 1.4% | -6.4% | -16.3% | 1.0% | Cn1c(N2CCOCC2)cc(=O)n(C)c1=O
8 | -11.7% | 0.0% | -0.7% | 3.3% | ? | 3.0% | 7.9% | 1.3% | 3.7% | Cc1cc(C)nc(SCc2cccc(C(=O)O)c2)n1
9 | 11.6% | -9.6% | 8.6%[57.1 µM] | 0.4% | -11.1% | -0.7% | -2.1% | 0.4% | 1.5%[57.1 µM] | COc1ccc(C2=NN(CC(=O)NCCc3ccc(OC)c(OC)c3)C(=O)CC2)cc1
10 | -5.1% | -2.0% | 13.1% | -4.4% | -12.3% | -0.1% | 2.8% | 1.1% | 11.3% | CN(C)c1ccc(CN(C)C2CCCCC2)cc1
11 | -19.3% | -4.2% | 8.7% | ? | ? | -0.1% | ? | 16.3% | 0.1% | Cc1ccc(C)c(S(=O)(=O)Nc2ccc3scnc3c2)c1
12 | -2.4% | 0.6% | -16.9%&7.5% | ? | ? | nt | 3.0% | 17.0% | -5.5%&1.5% | COc1cc(OC)c(OC)cc1/C=C/c1ccnc2ccccc12
13 | -13.8% | 4.4% | 7.3%[57.1 µM] | 4.0% | ? | 2.8% | -10.5% | 3.7% | -7.1% | O=C(CN1CCN(C2CCCCC2)CC1)Nc1cccc2ccccc12
14 | -17.8% | -6.5% | 6.8% | 0.1% | 163.7%[activator] | nt | -17.5% | -5.9% | -1.9% | O=C(CSc1nc2ccccc2c(=O)n1CCCN1CCOCC1)NCCc1ccccc1
15 | -6.5% | 4.3% | 8.0% | -3.3% | -14.3% | 0.0% | 14.6%[11.4 µM] | 11.0% | 4.2% | CCC1=NN(C(=O)Cc2ccccc2)C(O)(c2ccncc2)C1 (configuration not stated)
16 | -3.1% | 1.8% | -10.9% | 3.9% | 31.4%[activator] | 0.8% | 39.4% | 5.9% | -16.3% | CCOC(=O)NC(NCc1ccccc1Cl)(C(F)(F)F)C(F)(F)F
17 | -12.7% | 0.7% | 12.3%[57.1 µM] | -1.6% | ? | 0.3% | -52.9% | 0.5% | 12.4%[57.1 µM] | CCC(C)N=C1Sc2nc3ccc(C)cc3cc2CN1CCOC (configuration not stated)
18 | -24.8% | 0.6% | -2.9%[57.1 µM] | -5.0% | 1.4% | 0.6% | 10.3% | -3.7% | 3.5% | Cc1cccc(C(=O)NC(C(=O)Nc2nc(-c3ccccn3)cs2)C(C)C)c1 (configuration not stated)
19 | -14.8% | -4.0% | -3.2%[2.29 µM] | -3.0% | -10.0% | nt | -2.0% | 1.9% | -7.4%[2.29 µM] | O=C(Nc1cccc(Cl)c1)C1=CC=CN2CCS(=O)(=O)N=C12
20 | -24.7% | -8.9% | ? | -1.6% | -3.0% | -5.3% | -12.3% | 1.1% | -6.3% | CC(=O)Oc1ccc(/C=c2\sc3ncnn3c2=O)cc1
21 | -21.1% | 10.8% | 1.1% | -2.2% | -15.0% | 2.0% | -15.6% | -2.0% | -6.7% | CC(C)C(OC(=O)c1cc2c(s1)CCCCC2)C(=O)NC(N)=O (configuration not stated)
22 | -15.8% | 3.4% | -4.4% | 1.8% | 0.2% | -0.5% | 15.7% | -1.6% | -6.5% | COc1ccc(Cc2nc3ccc(C(=O)N(C)CCn4ccnc4)cc3o2)cc1OC
23 | -6.5% | -8.8% | 6.9% | -10.9% | -28.5% | -0.8% | -6.8% | -7.8% | 0.0% | Cc1c(C(=O)NCc2ccccc2Br)oc2c1-c1[nH]ncc1CC2
24 | -16.7% | 2.6% | 10.5% | -7.7% | 14.1µM* | -0.6% | -0.5% | 3.6% | 15.9% | COCCNc1ncnc2c1cnn2-c1ccc(Cl)cc1
25 | -13.4% | 3.0% | 23.3%[57.1 µM] | 1.0% | -8.9% | 2.4% | -31.3% | -6.0% | 5.7% | COC(=O)c1cc(C(=O)OC)cc(-n2c(C)cc(C=O)c2C)c1
26 | -2.7% | -3.4% | 8.4% | -1.4% | -18.4% | 1.0% | 14.8% | 20.8% | 10.0% | COc1ccc(OC)c2[nH]c(=O)c(CCNC(=O)c3ccc(Br)o3)cc12
27 | -20.0% | -2.4% | -3.5% | -7.5% | 8.7% | -2.2% | -45.3% | 0.7% | -9.5% | COc1ccc(CNC(=O)C(=O)NCC2CCCN2S(=O)(=O)c2cccs2)cc1 (configuration not stated)
28 | 0.7% | -3.2% | 13.6% | 2.3% | -15.6% | 1.7% | -9.4% | 7.4% | 0.7% | O=C(Cc1ccccc1[N+](=O)[O-])NCc1ccccc1Cl
29 | -6.5% | -0.7% | 21.6%[57.1 µM] | -3.4% | 3.8% | 0.1% | -7.0% | -0.8% | 8.8%[57.1 µM] | O=C(CN(C(=O)CNC(=O)c1cccs1)c1ccccc1F)NC1CCCC1
30 | -3.2% | 0.7% | -16.5%[2.29 µM] | 0.3% | ? | 1.1% | 8.8% | 1.4% | 4.9%[57.1 µM] | CN(CC(=O)Nc1ccc(C#N)cc1)Cc1ccc(Cl)cc1
31 | -26.7% | nt | 20.8%[2.29 µM] | -4.7% | -8.5% | 0.2% | -26.0% | 7.1% | -2.6% | O=C(COC(=O)c1ccccc1NC(=O)c1ccccc1)c1ccc([N+](=O)[O-])cc1
32 | -16.0% | 6.8% | -2.7%[57.1 µM] | -0.4% | 4.2% | 3.1% | -10.2% | 2.3% | 5.0%[57.1 µM] | Nc1cc(Cl)nnc1Cl
33 | -19.0% | 13.3% | 8.5%[11.4 µM] | -4.0% | -9.0% | nt | -9.4% | 9.2% | 51.9%[57.1 µM] | Nc1cccc2[nH]c(=O)c3ccccc3c12
34 | 4.2% | -9.7% | -1.5% | -0.9% | 291.3%[activator] | -0.3% | -24.5% | -4.1% | -2.9% | COc1ccccc1N1CCN(C2CCCN(C(=O)CN3CCCCC3=O)C2)CC1 (configuration not stated)
35 | -26.6% | 1.7% | 20.4% | -3.6% | 0.0% | 1.7% | 3.0% | 2.2% | 1.6% | CC(C)[C@H](NC(=O)N1CCn2c1nc1ccccc12)C(=O)NCc1ccc2c(c1)OCO2
36 | -18.8% | 0.6% | 10.7%[57.1 µM] | -2.5% | 50.1µM* | 15.1% | -10.6% | 8.4% | 1.8%[57.1 µM] | Cc1cccc(N2CCN(c3ccc4cc(S(=O)(=O)N5CCC(C)CC5)ccc4n3)CC2)c1C
37 | -0.1% | -7.3% | -9.4% | 1.6% | -23.2% | -1.0% | 19.5% | -12.5% | -8.4% | Cc1ccc(S(=O)(=O)NCCC(=O)NCCCSc2ccccc2)cc1
38 | -23.8% | 6.3% | 21.1% | 0.0% | -11.4% | -0.8% | -2.3% | 10.9% | 4.6% | O=C(NCc1ccccn1)C(=O)Nc1cccc2ccccc12

Another view of 3 compounds above:
32: Nc1cc(Cl)nnc1Cl
33: Nc1cccc2[nH]c(=O)c3ccccc3c12
34: COc1ccccc1N1CCN(C2CCCN(C(=O)CN3CCCCC3=O)C2)CC1 (configuration not stated)

assay / entry | 32 | 33 | 34
USP1-UAF1 inh | -16.0% | -19.0% | 4.2%
Vif-APOBEC3F blk | 6.8% | 13.3% | -9.7%
TrxR1 inh | -2.7%[57.1 µM] | 8.5%[11.4 µM] | -1.5%
Vif-APOBEC3G blk | -0.4% | -4.0% | -0.9%
12-LOX inh | 4.2% | -9.0% | 291.3%[activator]
RXFP1 agonist | 3.1% | nt | -0.3%
RGS4 inh | -10.2% | -9.4% | -24.5%
IDH1 R132H inh | 2.3% | 9.2% | -4.1%
TrxR1 substrate | 5.0%[57.1 µM] | 51.9%[57.1 µM] | -2.9%

Down the list, as entered above:
RGS4 inh for nos. 31–38 → -26.0%, -10.2%, -9.4%, -24.5%, 3.0%, -10.6%, 19.5%, -2.3%
12-LOX inh for nos. 31–38 → -8.5%, 4.2%, -9.0%, 291.3%[activator], 0.0%, 50.1µM*, -23.2%, -11.4%

From PubChem
